Tat export inh: E. coli Tat transport inhibition | E. coli MC4100 TorA-mCherry Tat export, fluorescence | inhibition, % at 10 µM | actives 0.036% (n = 340,000);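 active = mean replicate inhibition at least 50% and at least half of replicates individually reaching 50%; inconclusive = only one of the two criteria met; inactive = neither criterion met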;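 note: exported cargo escapes ClpAP degradation while cytoplasmic cargo is degraded and loses fluorescence; 0% = median of neutral control wells and 100% = median of NaSCN control wells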
CDK5 p35 inh: CDK5/p35 (human) kinase inhibition. Q00535+Q15078. Recombinant CDK5/p35, ADP-Glo luminescence, 60 min. inhibition, % at 10 µM. actives 0.01% (n = 330,000). AID 488839;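 active = highest replicate inhibition of at least 50% and at least 75% of replicates reaching 50%; inconclusive = only one of the two criteria met; inactive = both criteria failed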;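 note: plate controls were DMSO neutral control for no effect and GW8510 at 10 µM for full effect; many of its hits are not listed in these tables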
Target sequence (Q00535 whole entry, looked up): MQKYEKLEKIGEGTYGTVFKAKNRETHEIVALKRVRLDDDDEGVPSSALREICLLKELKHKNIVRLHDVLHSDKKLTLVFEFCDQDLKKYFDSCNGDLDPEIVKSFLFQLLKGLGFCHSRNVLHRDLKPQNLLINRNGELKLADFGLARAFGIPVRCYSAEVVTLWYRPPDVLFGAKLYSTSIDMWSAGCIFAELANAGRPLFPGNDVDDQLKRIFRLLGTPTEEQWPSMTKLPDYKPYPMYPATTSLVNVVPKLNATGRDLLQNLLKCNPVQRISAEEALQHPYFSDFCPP
Target sequence (Q15078 whole entry, looked up): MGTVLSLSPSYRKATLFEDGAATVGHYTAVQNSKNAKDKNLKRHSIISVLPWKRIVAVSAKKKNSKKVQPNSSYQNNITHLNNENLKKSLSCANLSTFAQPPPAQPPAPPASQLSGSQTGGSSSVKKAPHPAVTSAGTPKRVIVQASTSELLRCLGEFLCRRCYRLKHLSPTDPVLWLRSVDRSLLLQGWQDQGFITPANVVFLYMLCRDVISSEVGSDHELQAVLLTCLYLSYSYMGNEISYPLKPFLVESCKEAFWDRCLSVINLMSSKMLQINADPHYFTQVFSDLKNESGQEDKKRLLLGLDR
AddAB inh: less growth of phage-infected E. coli with AddAB; AID 435030; inhibition, % at 11.9 µM; actives 0.29% (n = 330,000); E. coli expressing H. pylori AddAB, absorbance growth; in the data active = inhibition above about 12%;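 note: 0% = vehicle wells of infected cells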
Mot1-301 SUMO: blocks SUMOylation pathway, rescuing yeast Mot1-301 growth. growth rescue, % at 18.8 µM. S. cerevisiae Mot1-301 growth rescue, ATP luminescence, 38.5C; percent above DMSO median, 100 means doubled. actives 1% (n = 320,000);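 active = every valid replicate shows activation above 250% relative to neutral control wells; inactive = the rest, any valid replicate at or below 250%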;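 note: OY570 slx delta 5 strain wells were the positive control but not used for scaling; some compounds called inactive have numbers as strong as hits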
PKA-R1A activ: activators of PKA-R1A complex. P00514+P68181. PKA-R1A dissociation, Cy5-IP20 fluorescence polarization; scaled: DMSO 0%, 113 µM cGMP 100%. activation, % at 11.4 µM. actives 0.083% (n = 340,000). AID 504707;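 active = percent activation above the mean of all tested compounds plus 3 SD, cut at about 19% in these data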;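 note: higher means more PKAc released from R1A so a rise in polarization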
HTR5A ag ctr: HTR5A agonism, opioid heterodimer counter-screen. P47898. HTR5A agonist assay, luminescence, cell-based. actives 0.61% (n = 340,000). activation, % at 9.3 µM; in the data active = activation mostly above about 9.5%, no sharp cut-off; inactive = mostly below about 7.6%;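 note: 0% = cells with vehicle only and 100% = reference agonist; strong numbers were not always called active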
Target sequence (P47898 whole entry, looked up): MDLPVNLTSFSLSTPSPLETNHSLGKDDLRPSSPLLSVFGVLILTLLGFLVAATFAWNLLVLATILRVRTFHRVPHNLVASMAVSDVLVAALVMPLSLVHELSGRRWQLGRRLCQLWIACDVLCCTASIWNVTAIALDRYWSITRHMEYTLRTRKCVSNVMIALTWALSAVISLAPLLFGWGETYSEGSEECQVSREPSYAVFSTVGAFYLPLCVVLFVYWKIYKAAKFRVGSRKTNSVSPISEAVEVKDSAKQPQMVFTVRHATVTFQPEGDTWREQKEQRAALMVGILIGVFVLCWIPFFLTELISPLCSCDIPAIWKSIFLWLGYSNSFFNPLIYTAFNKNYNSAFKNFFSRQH
PKA-R2B activ: activators of human PKA-R2B complex; P22694+P31323; activation, % at 11.4 µM; AID 504700; actives 0.079% (n = 340,000); PKA-R2B holoenzyme dissociation, Cy5-IP20 fluorescence polarization; R2B truncated from residue 108, S112A mutant; 0% DMSO only, 100% 113 µM cGMP;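 active = activation above a cutoff set at the mean over all compounds plus 3 SD, cut at about 18% in these data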;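 note: higher means more holoenzyme dissociation and a rise in polarization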
phage Ecoli inh: E. coli growth loss with phage present. growth absorbance. inhibition, % at 11.9 µM. actives 0.26% (n = 360,000). AID 651602; in the data active = inhibition above about 11%
DAGLB inh: blocks human DAGLB lipase activity | actives 0.059% (n = 340,000) | HEK293T DAGLB membrane lysate, EnzChek fluorogenic substrate | Q8NCG7 | inhibition, % at 5.17 µM | AID 504411; in the data active = inhibition above about 34%;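 note: 0% = enzyme with vehicle and 100% = wells lacking enzyme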
HTR5A inv ctr: inverse agonist of human HTR5A in OPRM1-OPRD1 counter-screen; P47898; HTR5A cell line, luminescence, inverse agonism; inhibition, % at 9.3 µM; actives 0.083% (n = 340,000); AID 504634; in the data active = inhibition mostly above about 23%, no sharp cut-off; inactive = mostly below about 18%;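 note: 0% = cells with DMSO and 100% = no-cell wells with DMSO; some compounds called inactive have numbers as strong as hits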
E coli growth: bacterial growth inhibition, counter-screen for AddAB inhibitors; E. coli V3065 growth, OD600 absorbance, 18 h; inhibition, % at 11.9 µM; actives 0.27% (n = 330,000);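 active = inhibition above the campaign's mean inhibition across all tested compounds plus 3 SD, cut at about 9.9% in these data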;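 note: uninfected addAB+ strain grown without phage in ampicillin broth; 0% = DMSO wells and 100% = ciprofloxacin 0.95 µg/ml wells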
Starred values were filed as active, the others as inactive; ? = inconclusive; nt = no result given.

SMILES	DAGLB inh	PKA-R1A activ	AddAB inh	Mot1-301 SUMO	HTR5A ag ctr	CDK5 p35 inh	Tat export inh	HTR5A inv ctr	phage Ecoli inh	E coli growth	PKA-R2B activ
NC(=O)c1ncn([C@@H]2O[C@H](CNCc3cccn3-c3ccncc3)[C@@H](O)[C@H]2O)n1	-1	2	nt	nt	5	0.1	?	-18	2.0	nt	13
CC(C)N(Cc1ccccc1)C(=O)CSc1nccn1C	-2	-5	1.4	-24	4	-5.3	-1	12	5.1	2.4	1
CC1CC(OC(=O)c2ccccc2C(=O)c2ccc(Cl)cc2)C(=O)O1 (stereo unspecified)	-4	-3	-0.1	15	3	0.0	4	-11	3.7	0.1	-3
CC(C)(C)NC(=O)CCn1nc(-c2ccc(Cl)cc2)c2ccccc2c1=O	1	-10	-0.7	-25	6	-0.2	5	-21	nt	-2.3	3
Nc1nonc1-n1nnc(C(=O)N/N=C/c2cccs2)c1CSc1ccccc1	-1	-6	2.1	-7	0	-1.3	-2	1	-0.5	-0.4	2
CCCSc1nsc(NC(=O)Nc2ccc(F)cc2F)n1	1	-9	8.3	-23	10	1.0	-11	-37	4.8	4.7	-1
C/C(=C\C(=O)OCCCCCCCCC(=O)O)C[C@@H]1OC[C@H](C[C@@H]2O[C@H]2[C@@H](C)[C@H](C)O)[C@@H](O)[C@H]1O	1	-11	18*	54	1	-1.9	128*	-3	9.5	6.3	-4
N#Cc1c(-c2ccc3c(c2)OCO3)cc[nH]c1=O	3	-13	-1.6	-2	-3	-0.1	4	12	nt	-1.2	6
COC(=O)C1=C(O)C(C(=O)OC)C(c2ccc(C)cc2)C(C#N)(C#N)C1c1ccc(C)cc1 (stereo unspecified)	1	-6	1.6	431	4	1.2	-5	-32	4.1	1.2	-9
CCCCC(c1nnnn1C(C)C)N1CCN(C(=O)c2ccco2)CC1 (stereo unspecified)	-3	-7	5.7	7	-3	2.5	7	7	1.7	0.9	-1
COc1ccccc1N1CCN(Cc2cc(=O)c(OCC(=O)NC(C)C)co2)CC1	2	-8	1.0	1	-1	1.1	3	3	1.1	-2.0	0
COCCCN(C(=O)c1cc2c(s1)CCC2)c1c(N)n(Cc2ccccc2)c(=O)[nH]c1=O	3	1	-2.0	-10	1	0.0	3	-4	3.7	-3.7	-5
O=C(Nc1cccc(-n2cnnn2)c1)C1CCCN(Cc2cccc(C(F)(F)F)c2)C1 (stereo unspecified)	4	-1	nt	-4	5	-0.1	15	-19	4.1	nt	2
Cc1ccc(S(=O)(=O)NNC(=O)NC23CC4CC(CC(C4)C2)C3)cc1	-1	-3	0.9	6	4	-2.1	-2	-27	-0.4	2.3	11
O=c1c2cc([N+](=O)[O-])ccc2nc2n1CCCC2	0	-1	-0.8	8	3	-0.6	-14	-10	3.0	1.0	5
O=C1OC(c2cccs2)=N/C1=C/c1ccc(-c2cccc(C(=O)O)c2)o1	-1	-8	nt	nt	-1	-6.8	2	-1	1.1	nt	-14
CCC1(C)Cc2ccccc2C(Nc2c(C)n(C)n(-c3ccccc3)c2=O)=N1 (stereo unspecified)	0	-4	-0.2	nt	-1	-0.2	-1	3	4.4	-0.2	-9
COc1ccc(NC(=O)N(C)C[C@H]2Oc3c(NC(=O)C4CCCCC4)cccc3C(=O)N([C@H](C)CO)C[C@@H]2C)cc1	0	-5	1.0	-10	-1	1.7	-7	2	2.8	-0.4	3
NS(=O)(=O)c1cccc(NC(=O)c2ccc(NS(=O)(=O)c3cccc([N+](=O)[O-])c3)cc2)c1	4	-1	-1.5	-6	-2	-6.0	-6	6	3.2	-4.1	-8
Cc1c(NC(=O)C(C)c2ccc(CC(C)C)cc2)c(=O)n(-c2ccccc2)n1C (stereo unspecified)	-1	-7	2.2	8	-2	-0.5	-3	-6	-1.1	-1.4	-8
O=C(NCCCN1CCCC1)c1ccc(CS(=O)(=O)c2ccc(Br)cc2)o1	1	9	2.5	-1	-2	2.4	11	5	2.9	-1.4	-4
COc1nnc(-c2ccc(C)c(S(=O)(=O)N(C)C)c2)c2ccccc12	-2	-3	nt	27	-1	1.2	-4	3	0.2	nt	-3
O=C(Nc1ccc(S(=O)(=O)N2CCN(Cc3ccccc3)CC2)cc1)c1cnccn1	-2	3	3.3	-6	1	-0.5	-11	-2	1.2	-1.2	3
CCCCC1=CC2=CC(=O)C(C)(OC(=O)CC)C(=O)C2=CN1C1CCCCC1 (stereo unspecified)	0	-4	2.5	-6	6	1.9	-9	-18	4.1	-2.0	5
CC1CC(C)C(=O)C(C(CC2CC(=O)NC(=O)C2)OC(=O)CC(=O)c2ccccc2)C1 (stereo unspecified)	1	-1	nt	nt	-5	0.6	0	16	0.8	nt	-1
CC(=O)c1ccc(OC(C)C(=O)OCC(=O)NCCc2ccccc2)cc1 (stereo unspecified)	-2	-3	2.9	-4	13	1.1	-3	-33	0.9	1.2	-2
CCn1nc(NC(=O)c2ccco2)c2cc3ccccc3nc21	3	-5	1.7	-6	0	-2.5	0	0	2.8	-0.2	-17
O=C(O)CCN1CCOCC1	-2	1	1.1	1	7	1.8	5	-13	3.3	0.5	2
O=C(O)c1cccnc1C(=O)c1ccccc1	-2	5	1.2	-1	4	-0.4	-2	-16	2.5	0.5	2
COc1ccc(/C=C/C(=O)OCC(=O)N(C)c2c(N)n(Cc3ccccc3)c(=O)[nH]c2=O)cc1OC	1	11	nt	nt	6	0.8	1	-15	-0.8	nt	4
Cc1cc(C(=O)Nc2c[nH]c(=O)[nH]c2=O)ccc1[N+](=O)[O-]	-1	6	1.0	7	3	1.8	0	5	5.4	-0.2	-13
Oc1ccc(/C=N/Nc2nc(N3CCCC3)nc(N3CCCC3)n2)cc1O	2	-24	-6.7	6	-1	2.1	-6	-5	3.8	-6.1	-5
CCCCC(=O)Nc1ccc2c(c1)nc(CCNC(=O)c1ccco1)n2C	-4	-1	4.7	-1	2	nt	0	-17	-0.6	-3.1	-1
Cc1ccc(NC(=S)N(CCN(C)C)C(C)c2ccco2)c(C)c1 (stereo unspecified)	0	8	0.2	6	-2	0.0	-1	-3	0.1	-0.2	2
O=C(Nc1ccc2ccccc2c1)c1cccc2ccccc12	-5	10	nt	nt	2	0.9	2	-9	1.9	nt	1
C=CCOc1cccc(CNc2ccc3[nH]c(=O)[nH]c3c2)c1	0	-11	-1.2	66	0	1.4	2	0	-0.3	1.8	-7
CCN(CC)C(=O)CSc1nc(C)cc(C)c1C#N	-3	-4	1.5	2	2	0.7	3	-5	2.3	-2.5	2
C#CCOCCOCCOCCNc1nc(N2CCN(C(=O)[C@H](CCCN=C(N)N)n3cc(C(N)[C@@H](C)CC)nn3)CC2)nc(N2CCN(C(=O)[C@H](CCC(=O)O)n3cc([C@@H](N)[C@H](C)CC)nn3)CC2)n1 (stereo partly specified)	-1	0	1.5	-23	-4	-0.4	1	13	4.9	-3.4	-6
CS(=O)(=O)c1ccc(Cl)c(S(=O)(=O)NCc2ccccc2)c1	-2	-5	3.3	-12	-7	-0.9	-4	-3	-0.3	2.2	-17
CN(CC(=O)Nc1ccccc1Cl)C(=O)COC(=O)Cc1c(F)cccc1Cl	-2	-7	-0.2	68	3	-0.3	-7	-25	4.3	3.0	-2
CCN(CC)S(=O)(=O)c1ccc2[nH]c(=O)cc(C(=O)N(C)C3CCS(=O)(=O)C3)c2c1 (stereo unspecified)	0	2	0.9	-17	-3	-0.2	-5	-5	1.8	-2.6	-4
CS(=O)(=O)N(CC(=O)N1CCCC1)Cc1ccc(Cl)cc1	-2	-2	0.9	-3	0	-0.4	-1	1	0.7	3.1	-9
CCOC(=O)c1cc(-c2ccccc2)sc1NC(=O)C(C)OC(=O)c1cccc(S(=O)(=O)N(C)C)c1 (stereo unspecified)	1	-1	-1.5	9	-1	-0.1	1	2	1.8	0.5	-4
CCC(=O)N1CCc2cc(S(=O)(=O)CCC(=O)Nc3nc(C)cs3)ccc21	0	-11	2.6	-1	1	-0.2	6	12	0.3	0.6	-3
Cc1ccc(NC(=O)COC(=O)c2ccc(=O)n(Cc3ccccc3)n2)cc1F	3	-8	-1.0	0	0	0.6	0	4	-1.3	0.6	-12
OC(CN1CCOCC1)c1ccc(F)cc1 (stereo unspecified)	-2	-13	1.9	170	1	-2.6	-2	-14	2.1	-0.7	0
Cc1ccccc1NCC(=O)N=Nc1c(O)[nH]c2ccc([N+](=O)[O-])cc12	9	0	-0.6	-6	9	1.8	-3	-26	-1.0	-2.0	-2
CCNC(=O)NC(=O)C(C)OC(=O)c1cccnc1SC (stereo unspecified)	-1	-4	0.8	-12	1	-0.5	0	-1	2.0	1.1	10
O=C(NCC1CCCO1)[C@@H]1CSC2c3ccccc3C(=O)N21 (stereo partly specified)	-3	-5	1.2	-10	3	-0.3	-5	-1	1.8	-0.6	1
COc1cccc(C(=O)Nc2cccc(NC(C)=O)c2)c1	-1	5	3.1	-12	-1	0.1	9	1	0.3	1.2	-2

Further structures
SMILES	DAGLB inh	PKA-R1A activ	AddAB inh	Mot1-301 SUMO	HTR5A ag ctr	CDK5 p35 inh	Tat export inh	HTR5A inv ctr	phage Ecoli inh	E coli growth	PKA-R2B activ
Nc1nc(N)c(N=Nc2ccccc2)c(=O)[nH]1	3	12	nt	nt	2	0.6	-11	-8	0.6	nt	2
O=C(Nc1ccc(Cl)cc1)N1CCOC12CCC1(CC2)OCCO1	-1	-11	4.4	nt	0	2.9	-7	1	2.6	1.8	-7
COC(=O)c1ccc(NC(=O)CNCc2ccncc2)cc1	0	-1	3.1	8	4	-0.1	3	-22	-2.4	-0.8	-7
CC(C)n1cnc2cc(NCc3ccccc3O)ccc21	-1	5	2.3	-19	3	-1.5	-3	-10	4.2	1.0	3
CCCOC(=O)Nc1c(C)cccc1C(C)C	-1	4	2.0	-1	-4	-0.2	-5	9	3.5	1.6	-6
O=C(C1CCCN(S(=O)(=O)c2cccc3nsnc23)C1)N1CCc2ccccc2C1 (stereo unspecified)	-1	3	0.5	9	1	2.7	-73	-18	1.0	0.0	-3
Cc1[nH]n(-c2nc(-c3ccccc3F)cc(=O)[nH]2)c(=O)c1CCO	3	0	0.8	1	-3	0.1	1	10	4.1	1.0	4
O=S(=O)(c1ccccc1)N1CCN(c2nc(-c3cccnc3)nc3ccccc23)CC1	-1	-3	nt	nt	-6	-0.2	-3	19	2.9	nt	-2
CCCCc1cc(=O)oc2cc(OC(C)C(=O)NCC3CCC(C(=O)O)CC3)c(Cl)cc12 (stereo unspecified)	2	2	2.5	-5	1	2.1	-3	-5	-0.1	-3.2	-5

Rows were taken by chance (roughly 2.3% active in at least one column).
